# High-throughput results: PubChem, Broad Institute
# FN deposit inh: fibronectin deposition inhibition | AH1F fibroblasts, Alexa488-fibronectin deposition fluorescence, overnight | actives 0.086% (n = 350,000) | inhibition, % at 12.6 µM;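 active = mean inhibition across replicates of 30% or more, regardless of how many single replicates reach that level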;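 also: positive control wells lacked labelled fibronectin entirely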
#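 test system = AH1F fibroblasts assembling fluorescent fibronectin matrix | quantity = 10000 AH1F cells per well | buffer or medium = DMEM plus 2% serum, read in PBS | doses = single dose, pinned | incubation = 1 h cell attachment, overnight exposure to compound and label | detection = fluorescence at 485 nm excitation, 525 nm emission | read-out basis = inhibition from reduced deposited-fibronectin fluorescence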
# CASP6 VEID inh: blocks human caspase-6 cleavage activity; P55212; purified caspase-6, Z-VEID-R110 cleavage fluorescence; inhibition, % at 12.5 µM; actives 0.53% (n = 350,000);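 active = mean inhibition across replicates at least about 35%, with every replicate also reaching that limit, limit read from the data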;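 also: 0% = median of neutral control wells and 100% = no fluorescence left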
# Target sequence (P55212 24-179 limits assumed): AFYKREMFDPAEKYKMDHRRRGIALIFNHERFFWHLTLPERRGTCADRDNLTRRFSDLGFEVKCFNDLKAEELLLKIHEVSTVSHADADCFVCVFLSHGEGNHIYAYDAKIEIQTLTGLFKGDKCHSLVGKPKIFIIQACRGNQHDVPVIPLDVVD
# Target sequence (P55212 194-293 limits assumed): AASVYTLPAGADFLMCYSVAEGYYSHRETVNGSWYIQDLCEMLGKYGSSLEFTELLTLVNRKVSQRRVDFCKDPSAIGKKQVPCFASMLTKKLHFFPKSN
# SIRT5 block: inhibitors of human sirtuin-5 desuccinylase. Q9NXA8. Purified SirT5, succinyl-peptide AMC, trypsin-coupled fluorescence. inhibition, % at 15 µM. actives 1.1% (n = 330,000). AID 652115; in the data active = inhibition above about 15%
# Target sequence (Q9NXA8 whole entry, looked up): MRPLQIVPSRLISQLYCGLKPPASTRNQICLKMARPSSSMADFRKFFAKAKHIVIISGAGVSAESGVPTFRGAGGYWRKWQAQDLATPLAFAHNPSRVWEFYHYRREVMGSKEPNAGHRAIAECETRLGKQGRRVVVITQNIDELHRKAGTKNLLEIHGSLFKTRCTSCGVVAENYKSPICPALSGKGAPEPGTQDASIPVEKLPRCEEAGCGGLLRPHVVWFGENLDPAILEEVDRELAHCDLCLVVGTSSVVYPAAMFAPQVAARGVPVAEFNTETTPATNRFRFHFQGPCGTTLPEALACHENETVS
# C2C12 statin: protects C2C12 myotubes from simvastatin toxicity | ATP luminescence, 48 h; scaled: DMSO 0, geranylgeraniol control 100 | actives 0.78% (n = 330,000) | rescue of ATP level, % at 7.49 µM;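 active = mean ATP rescue above about 67%, or every replicate alone reaching that limit, limit read from the data, passing the limit was not always enough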;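 also: myotubes were challenged with 10 µM simvastatin during compound exposure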
# LGR2 inh: Drosophila LGR2 receptor signaling inhibition; HEK293 LGR2, CRE-luciferase, bursicon-stimulated, 4 h; inhibition, % at 9.99 µM; actives 0.35% (n = 380,000);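 active = drop in luminescence signal, shown as inhibition above about 50% in the replicate tests, limit read from the data, passing the limit was not always enough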;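 also: agonist challenge used bursicon conditioned medium at about half maximal strength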
# esBAF inh: inhibitors of esBAF chromatin remodeling in mouse ES cells. Bmi1-luciferase knock-in reporter, 24 h; 100% = twice the neutral-well signal. reporter increase, % at 12.5 µM. actives 2% (n = 350,000). AID 602393; in the data active = activation above about 40%;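 also: 0% = median of the plate's neutral control wells and 100% = double that signal; a rise in the Bmi1 reporter signal indicates esBAF inhibition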
# S100A4 MyoIIA: inhibitors of human S100A4 binding to myosin IIA peptide. P26447. S100A4/TAMRA-MyoIIA peptide fluorescence polarization. inhibition, % at 10.7 µM. actives 0.14% (n = 360,000);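 active = mean inhibition of at least 70% across replicates, with every replicate also reaching that level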
# Target sequence (P26447 whole entry, looked up): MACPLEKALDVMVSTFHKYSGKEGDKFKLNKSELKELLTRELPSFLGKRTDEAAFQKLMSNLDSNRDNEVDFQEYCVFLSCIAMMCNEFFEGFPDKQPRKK
#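 Compound dosing: one dose per compound; test system: human S100A4 monomer with TAMRA-labelled myosin IIA peptide; probe or stimulus: TAMRA-labelled myosin IIA heavy-chain peptide probe, 5 nM; medium: HEPES buffer with Ca2+, pH 7.2; schedule: 5 min incubation before reading; benchmarks: neutral control DMSO, positive control TFP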
# Active calls of the source: *; nt = not tested or not shown. A portion of the library; rates above refer to the full screens.
1. COc1ccccc1CN1CC(C(=O)NC2CCOCC2)CCC1=O (configuration not stated)
2. C[C@@H]1CN([C@H](C)CO)C(=O)c2cc(NC(=O)C3CCCCC3)ccc2O[C@@H](C)CCCCO[C@H]1CN(C)C(=O)Nc1ccc(F)cc1
3. CCOc1ccc(S(=O)(=O)NN=C(C)c2cccnc2)cc1
4. O=C(NCCN1CCCCC1)[C@H]1[C@H](CO)[C@H]2Cn3c(cccc3=O)[C@H]2N1C(=O)C1CC1
5. COc1ccc(C#Cc2ccc3c(c2)[C@@H]2[C@@H](CCN2C(C)=O)[C@H](CO)N3C)cc1
6. COc1cccc(NC(C)(C)c2nnnn2-c2c(C)cccc2C)c1
Screen / compound no.	1	2	3	4	5	6
FN deposit inh	1	nt	5	nt	-7	1
CASP6 VEID inh	-2	-1	0	1	nt	1
SIRT5 block	0	5	-1	-2	nt	2
C2C12 statin	-2	nt	3	2	0	-14
LGR2 inh	-3	14	1	7	4	14
esBAF inh	3	3	5	-2	1	-3
S100A4 MyoIIA	-1	-3	-1	9	nt	0

7. CC(C)c1ccc(NC2CCCN(C(=O)CCc3cnn(C)c3)C2)cc1 (configuration not stated)
8. COc1ccc(C)cc1-n1nnnc1SC/C(O)=C(\C#N)c1nc2ccccc2[nH]1
9. C[C@H](CO)N1C[C@H](C)[C@H](CN(C)Cc2ccncc2)Oc2ccc(NS(=O)(=O)c3ccc(F)cc3)cc2CC1=O
10. O=C(Nc1nc2ccc(S(=O)(=O)N3CCCCC3)cc2s1)c1cccnc1
11. CCCCCN(C(=O)CCC(=O)OCC(=O)NC1CCC(C)CC1)c1c(N)n(CCCC)c(=O)[nH]c1=O (configuration not stated)
12. CC(C)CN1CCN(Cc2ccc(C#CC(C)(C)O)cc2)CC1CCO (configuration not stated)
Screen / compound no.	7	8	9	10	11	12
FN deposit inh	0	-3	-1	1	4	-6
CASP6 VEID inh	1	nt	-1	4	0	-3
SIRT5 block	-2	nt	0	-1	3	7
C2C12 statin	11	-36	-6	-6	5	nt
LGR2 inh	-9	nt	12	-7	5	nt
esBAF inh	4	-9	4	0	-3	-6
S100A4 MyoIIA	5	nt	-5	-6	-4	-2

13. Cc1cc(C)c(C#N)c(SCC(=O)N2CCN(Cc3ccccc3)CC2)n1
14. Cc1ccc2ncc(S(=O)(=O)c3ccccc3)c(N3CCCCC3C)c2c1 (configuration not stated)
15. O=C1CC(c2ccccc2)=Nc2ccccc2N1
16. O=C(CCCOC(=O)c1ccc(O)cc1O)c1ccc(F)cc1
17. CC(CNC(=O)c1ccc(NC2=NC3CS(=O)(=O)CC3S2)cc1)c1ccccc1 (configuration not stated)
18. CCc1nc2c(OCCc3cccc(OC)c3)cccn2c1N(C=O)Cc1ccccc1
Screen / compound no.	13	14	15	16	17	18
FN deposit inh	nt	-7	nt	-1	-6	-6
CASP6 VEID inh	nt	1	-2	10	-1	7
SIRT5 block	nt	-3	-8	-2	-2	2
C2C12 statin	140*	0	29	8	4	-6
LGR2 inh	-10	14	-5	3	5	5
esBAF inh	3	2	12	12	10	5
S100A4 MyoIIA	nt	5	3	2	-4	-8

19. COc1ccccc1/C=C/C(=O)NC(=S)N1CCOCC1
20. CC(OC(=O)c1ccc2c(c1)S(=O)(=O)c1ccccc1C2=O)C(N)=O (configuration not stated)
21. C[C@@H]1CN([C@@H](C)CO)C(=O)c2cc(NC(=O)Nc3cccc4ccccc34)ccc2O[C@@H](C)CCCCO[C@@H]1CN(C)C(=O)C1CCCCC1
22. CCC(C)NS(=O)(=O)c1ccc(NC(=O)c2ccc([N+](=O)[O-])cc2Cl)cc1 (configuration not stated)
23. C[C@H](CO)N1C[C@H](C)[C@H](CN(C)CC2CCCCC2)OCCCC[C@H](C)Oc2ccc(NC(=O)Nc3ccc4c(c3)OCO4)cc2C1=O
24. COc1cccc(CN2[C@H](CO)[C@H](c3ccccc3)C23CN(C(=O)C2CCCCC2)C3)c1
Screen / compound no.	19	20	21	22	23	24
FN deposit inh	-2	5	nt	19	nt	13
CASP6 VEID inh	-2	1	-1	0	0	3
SIRT5 block	-2	0	5	-1	-1	4
C2C12 statin	7	-4	nt	nt	-51	nt
LGR2 inh	-51	-5	10	7	13	-11
esBAF inh	44*	-7	-4	nt	-3	nt
S100A4 MyoIIA	-17	1	-19	-5	-54	-13

25. Cc1cccc(NC(=O)c2cccc(NC3=NC4CS(=O)(=O)CC4S3)c2)c1 (configuration not stated)
26. CSc1ncccc1C(=O)OCC(=O)N1CCN(C(=O)c2ccco2)CC1
27. CCOC(=O)N1CCN(C(=O)Cn2nc(C)n3nc(-c4ccccc4)cc3c2=O)CC1
28. CC(NC(=O)c1ccco1)c1ccc2c(c1)OCO2 (configuration not stated)
29. COc1cc(C(=O)NCCC2=CCCCC2)ccc1OCc1c(C)noc1C
30. CCN(C(=O)CN1C(=O)COc2ccc(S(=O)(=O)N3CCCCCC3)cc21)c1cccc(C)c1
Screen / compound no.	25	26	27	28	29	30
FN deposit inh	-12	1	0	nt	-6	-26
CASP6 VEID inh	-2	-1	0	1	2	2
SIRT5 block	-1	-2	-1	0	-3	-3
C2C12 statin	5	10	4	nt	2	-9
LGR2 inh	-8	2	5	7	6	7
esBAF inh	2	-2	0	nt	-1	-3
S100A4 MyoIIA	-2	2	-4	1	-4	0

31. O=C(NCc1ccccc1)C(c1cccnc1)N(Cc1ccco1)C(=O)c1ccccn1 (configuration not stated)
32. CCOC(=O)C1(Cc2cccc(OC)c2)CCCN(Cc2c(C)nn(C(C)C)c2C)C1 (configuration not stated)
33. CO[C@@H]1CN(C)C(=O)c2cc(NS(=O)(=O)c3ccccc3Cl)ccc2OC[C@H](C)NC[C@@H]1C
34. O=C(Nc1nc2cc3c(cc2s1)OCCO3)c1cccc(N2C(=O)CCC2=O)c1
35. CC(C(=O)O)C(=O)O
36. COc1ccc(NS(=O)(=O)c2cc(NC(=O)c3cccnc3Cl)ccc2N2CCCC2)cc1
Screen / compound no.	31	32	33	34	35	36
FN deposit inh	10	4	5	-1	-4	5
CASP6 VEID inh	nt	-4	3	-4	-1	3
SIRT5 block	nt	-2	-2	2	-2	0
C2C12 statin	-3	-5	-2	-14	-1	-9
LGR2 inh	nt	-7	1	4	-14	3
esBAF inh	-5	-4	-5	1	1	-6
S100A4 MyoIIA	nt	-10	-2	0	3	1

37. Cc1ccc(NC(=O)N2CCc3ccccc32)cc1C
38. COc1ccc([N+](=O)[O-])cc1NC(=O)CCNC(=O)Cn1ccc2ccccc2c1=O
39. Cc1ccc(S(=O)(=O)N2C[C@@H]3[C@H]4CC[C@H](C4)[C@@H]3[C@@H](C)[C@@H]2c2ccco2)cc1
40. CCCOC(=O)Nc1ccc(S(=O)(=O)Nc2ncccn2)cc1
41. O=C(CSc1nc2ncc(Cl)cc2[nH]1)Nc1cccc(F)c1
42. CC(C)Oc1ccc(C(=O)Nc2nc3ccccc3[nH]2)cc1
Screen / compound no.	37	38	39	40	41	42
FN deposit inh	3	2	0	-1	2	-11
CASP6 VEID inh	-1	-1	2	-3	3	0
SIRT5 block	-2	-4	-1	-6	-1	-12
C2C12 statin	nt	2	-12	11	-2	-238
LGR2 inh	-45	-3	37	4	11	94*
esBAF inh	nt	0	2	-2	-6	-89
S100A4 MyoIIA	-5	0	3	-4	-1	-3

43. CO[C@H]1CN(C)C(=O)c2ccc(NC(=O)CC(F)(F)F)cc2OC[C@H](C)N(C(=O)C2CCOCC2)C[C@H]1C
44. Cc1cccc(NC(=O)CS(=O)(=O)c2cn(C)c3ccccc23)c1C
45. Nc1ncccc1OCc1ccc(Br)cc1
46. CCCC#Cc1ccc([C@@H]2[C@@H](CO)N3CCCCN(CC4CCOCC4)C[C@H]23)cc1
47. COCCCn1c(SCC(=O)N2CCCC2=O)nc2ccccc2c1=O
48. COC(=O)[C@H](CCSC)NC(=O)Cn1ccc(NC(=O)OCc2ccccc2)nc1=O
Screen / compound no.	43	44	45	46	47	48
FN deposit inh	nt	-2	-20	nt	0	13
CASP6 VEID inh	2	nt	3	-1	-1	-3
SIRT5 block	-1	nt	-2	1	-1	nt
C2C12 statin	nt	-5	nt	-8	1	2
LGR2 inh	31	nt	-32	-11	12	-14
esBAF inh	nt	-6	nt	0	-9	-4
S100A4 MyoIIA	-21	nt	-2	-13	5	-5

49. O=C(/C=C\c1ccc2c(c1)OCO2)Nc1nnc(SCC(=O)OCc2ccccc2)s1
50. CC(C)n1nnnc1-c1ccc(Cl)cc1
51. Cc1noc(C)c1S(=O)(=O)Nc1ccc2c(c1)C(=O)N([C@H](C)CO)C[C@H](C)[C@H](CN(C)C(=O)NC1CCCCC1)OCCCC[C@H](C)O2
52. COc1ccc([C@H]2CC(=O)C=C(c3ccc(C)c([N+](=O)[O-])c3)C2)cc1
Screen / compound no.	49	50	51	52
FN deposit inh	-4	-8	nt	11
CASP6 VEID inh	-1	4	-2	-2
SIRT5 block	2	-6	0	1
C2C12 statin	nt	11	61	-6
LGR2 inh	-7	7	-5	-59
esBAF inh	nt	-3	11	32
S100A4 MyoIIA	2	-4	-12	-6

# Structural class: those above with an aryl methoxy group (12)
1. COc1ccccc1CN1CC(C(=O)NC2CCOCC2)CCC1=O (configuration not stated)
5. COc1ccc(C#Cc2ccc3c(c2)[C@@H]2[C@@H](CCN2C(C)=O)[C@H](CO)N3C)cc1
6. COc1cccc(NC(C)(C)c2nnnn2-c2c(C)cccc2C)c1
8. COc1ccc(C)cc1-n1nnnc1SC/C(O)=C(\C#N)c1nc2ccccc2[nH]1
18. CCc1nc2c(OCCc3cccc(OC)c3)cccn2c1N(C=O)Cc1ccccc1
19. COc1ccccc1/C=C/C(=O)NC(=S)N1CCOCC1
24. COc1cccc(CN2[C@H](CO)[C@H](c3ccccc3)C23CN(C(=O)C2CCCCC2)C3)c1
29. COc1cc(C(=O)NCCC2=CCCCC2)ccc1OCc1c(C)noc1C
Screen / compound no.	1	5	6	8	18	19	24	29
FN deposit inh	1	-7	1	-3	-6	-2	13	-6
CASP6 VEID inh	-2	nt	1	nt	7	-2	3	2
SIRT5 block	0	nt	2	nt	2	-2	4	-3
C2C12 statin	-2	0	-14	-36	-6	7	nt	2
LGR2 inh	-3	4	14	nt	5	-51	-11	6
esBAF inh	3	1	-3	-9	5	44*	nt	-1
S100A4 MyoIIA	-1	nt	0	nt	-8	-17	-13	-4

32. CCOC(=O)C1(Cc2cccc(OC)c2)CCCN(Cc2c(C)nn(C(C)C)c2C)C1 (configuration not stated)
36. COc1ccc(NS(=O)(=O)c2cc(NC(=O)c3cccnc3Cl)ccc2N2CCCC2)cc1
38. COc1ccc([N+](=O)[O-])cc1NC(=O)CCNC(=O)Cn1ccc2ccccc2c1=O
52. COc1ccc([C@H]2CC(=O)C=C(c3ccc(C)c([N+](=O)[O-])c3)C2)cc1
Screen / compound no.	32	36	38	52
FN deposit inh	4	5	2	11
CASP6 VEID inh	-4	3	-1	-2
SIRT5 block	-2	0	-4	1
C2C12 statin	-5	-9	2	-6
LGR2 inh	-7	3	-3	-59
esBAF inh	-4	-6	0	32
S100A4 MyoIIA	-10	1	0	-6
